# bCat nuc transl: modulators of beta-catenin nuclear translocation, primary screen, imaging, HeLa cells, immunofluorescence, high-content. nuclear translocation activity, % at 5 µM. 190,000 tested, 0.3% active. AID 1665, 2009;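 active = nuclear translocation activity above 50% at 5 µM, with a well cell count of 50 or more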;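 note: per-cell ratio of nuclear to cytoplasmic median beta-catenin stain intensity; plate controls were DMSO negative control for no effect and GSK-3 inhibitor IX positive control for full effect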
#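 Assay system: human HeLa cells, native beta-catenin; doses: 5 µM primary, 0.02–20 µM confirmation; incubation: compound treatment 24 h, 37°C, 5% CO2; technique: fluorescence imaging of beta-catenin antibody stain plus DAPI; measure: % activation, nuclear-to-cytoplasmic median beta-catenin signal ratio per cell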
# M1AAP inhibition: P. falciparum M1AAP inhibitors, biochemical, fluorogenic H-Leu-NHMec substrate, 1536-well (AID 1445). recombinant M1AAP, H-Leu-NHMec fluorogenic kinetic assay; higher % means a stronger effect. 220,000 tested, 0.42% active. Aminopeptidase N (Plasmodium falciparum (isolate 3D7)). inhibition, % at 30 µM; hits with a dose series show IC50 in µM;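 active = primary inhibition above the hit cutoff, then over 50% inhibition at one or more dose response concentrations, cut at about 23% in these data, passing the limit was not always enough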;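 note: plate controls were DMSO full reaction for no effect and no enzyme background for full effect; strong numbers were not always called active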
# K1F lysis inhibition: inhibition of K1F phage lysis, E. coli UTI89, bacterial capsule biogenesis inhibitors, alamar blue (AID 488966). inhibition, % at 100 µM, or IC50 in µM where a hit was titrated. E. coli UTI89 K1F phage lysis, alamar blue, 2 h; higher % means a stronger effect. 340,000 tested, 0.02% active;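 active = phage lysis inhibition, versus mean bacterial control, above a set limit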;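 note: capsule biogenesis inhibitors block K1F phage lysis so surviving cells raise fluorescence; higher fluorescence means more inhibition of phage lysis; actives were called in the ten point dose series up to 300 µM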
# M17LAP inhibition: P. falciparum M17LAP inhibitors, primary screen, biochemical, fluorogenic H-Leu-NHMec substrate, 1536-well (AID 1619); one-dose inhibition, % at 30 µM; IC50 in µM for titrated hits; 220,000 tested, 0.38% active; recombinant M17LAP, H-Leu-NHMec fluorogenic kinetic assay; higher % means a stronger effect;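 active = compound inhibiting the enzyme by more than half at any dose during confirmatory dose-response retesting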;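 note: plate controls were full reaction with DMSO carrier for no effect and no enzyme background for full effect; strong numbers were not always called active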
# MT stabilize HCS: microtubule stabilizers in HeLa cells, primary screen, imaging, high-content imaging | HeLa tubulin immunostaining HCS, 24 h; share of cells brighter than vehicle mean+2SD | % tubulin-high responders, % at 10 µM | 200,000 tested, 0.83% active | AID 2205, 2009;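 active = plate Z-score above 3 for both tubulin-high and condensed-nucleus cell shares, with cell loss under 80%, at 10 µM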;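 note: anti alpha tubulin signal scored within the nucleus-defined area of each cell; some results filed as inactive read as strong as hits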
# Ins promoter up: insulin promoter activators in MIN6 cells, imaging, high-content screening, mouse beta cells; 190,000 tested, 0.3% active; MIN6 insulin promoter-GFP reporter; stronger effect = higher value; z-score at 5 µM;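 active = z-score above 3 at 5 µM with at least 500 cells counted in the well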
# Autophagy HCS: autophagy modulators in MEF cells, primary screen, imaging, high-content, MEF GFP-LC3 | MEF GFP-LC3 puncta imaging; test concentration mostly 10 µM | calls only at 10 µM (by protocol) | 190,000 tested, 0.98% active | AID 463193, 2010;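 active = percentage of spot-positive cells more than 3 SD above its plate mean, without a fluorescence outlier flag or 80% toxicity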;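 note: spot-positive cell cutoff set from DMSO-treated cells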
# CSM14.1 death rescue: rescue of cells from ER stress-induced death, primary screen, 384-well, CSM14.1, thapsigargin, ATP luminescence (AID 1222). CSM14.1 thapsigargin-induced death rescue, ATP luminescence; higher % means a stronger effect. cellular ATP content (survival), % at 20 µM; hits with a dose series show EC50 in µM. 190,000 tested, under 10 active;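 active = EC50 below 50 µM in the dose-response confirmation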;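 note: death triggered by thapsigargin at about 15 µM added after 2 h compound pretreatment; cell ATP read after overnight thapsigargin exposure of roughly 18 to 22 hours; normalized against plate controls of thapsigargin alone and 5% DMSO vehicle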
# Dynein transport: inhibitors of GR-EGFP nuclear translocation, primary screen, dynein cargo transport inhibitor project, imaging, high-content, 3617.4 mouse cells. test concentration mostly 20 µM; stimulated with dexamethasone, 1 µM; stronger effect = lower value. z-score, hits read low. 220,000 tested, 0.47% active;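 active = plate z-score of nuclear minus cytoplasmic receptor signal below a set negative limit, without overly bright fluorescence or cell loss, cut at about -3.5 in these data, passing the limit was not always enough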;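 note: z-score of nuclear minus cytoplasmic ring GR-EGFP intensity difference per well; some compounds called inactive have numbers as strong as hits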
#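 Medium: Induction medium lacking tetracycline, stripped serum | Probe or stimulus: 1.0 µM final dexamethasone stimulus | Schedule: 48 h induction, then 1 h compound, then 30 min agonist, 37 °C | Signal: Automated 10x imaging of fixed Hoechst-stained cells | Evaluation: Per-cell GR-EGFP intensity, nucleus versus surrounding cytoplasmic ring, well-averaged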
# Dynein transport cytoplasmic EGFP: recorded beside Dynein transport, whose call it bears; z-score; measured here: cytoplasmic GR-EGFP intensity; stronger effect = higher value
# Dynein transport nuclear GR-EGFP: also measured in Dynein transport; calls as there; z-score; measured here: nuclear GR-EGFP intensity;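 lower value marks the stronger effect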
# Dynein transport cell count: also measured in Dynein transport; calls as there; z-score; measured here: cell count per field
# Ins promoter up cell count: further read-out of Ins promoter up, marked with its call; cell count; measured here: cytotoxicity, nuclei count;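 total cells summed across four imaged fields per well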
# bCat nuc transl cell count 5 µM: second read-out of bCat nuc transl, no call of its own (marks repeat the call); cell count; measured here: cell count, cytotoxicity flag
# MT stabilize HCS Hoechst-high %: also measured in MT stabilize HCS; calls as there; % Hoechst-high responders; measured here: nuclear condensation Hoechst responders;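 share of cells brighter than vehicle mean plus two SD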
# MT stabilize HCS cytotoxicity %: second read-out of MT stabilize HCS, no call of its own (marks repeat the call); toxicity, %; measured here: cytotoxicity by cell density;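 0% = mean cell density of plate MIN control wells and 100% = no cells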
# Autophagy HCS cell loss 18 h: recorded beside Autophagy HCS, whose call it bears; toxicity, %; measured here: cell loss, nuclei count;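 cell loss after 18 h compound exposure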
# * marks the source's active call; other numbers are inactive results; i = inactive; / = not tested or not shown; [ ] = dose if it differs, or a comment.
SMILES,bCat nuc transl,bCat nuc transl cell count 5 µM,M1AAP inhibition,K1F lysis inhibition,M17LAP inhibition,MT stabilize HCS,MT stabilize HCS Hoechst-high %,MT stabilize HCS cytotoxicity %,Ins promoter up,Ins promoter up cell count,Autophagy HCS,Autophagy HCS cell loss 18 h,CSM14.1 death rescue,Dynein transport,Dynein transport cytoplasmic EGFP,Dynein transport nuclear GR-EGFP,Dynein transport cell count
O=c1c2ccccc2nc(/C=C/c2ccccc2)n1CCc1ccccc1,-2.4,1121,3%,1.0%,-3%,2.6,2.0,3.2,-0.4,1385,i,14,3.4%,-1.2,-0.22,-0.49,-0.5
O=C1c2ccccc2C(=O)N1CCCCN(C(=O)c1ccc([N+](=O)[O-])cc1)c1ccc(Cl)cc1,2.2,1353,-1%,0.7%,8%,1.0,1.3,9.1,0.42,1438,i,9,-0.6%,-0.21,-0.041,-0.18,0.12
CCNC(=O)COc1cccc2ccccc12,/,/,-1%,0.6%,0%,2.8,1.4,7.4,0.47,804,i,-9,-0.8%,1.1,-0.27,0.81,0.97
O=[N+]([O-])c1ccc(CSc2nc3ncc(Br)cc3[nH]2)cc1,-1.0,1280,-1%,/,7%,/,/,/,-0.21,967,/,/,/,0.65,-0.25,0.84,-0.095
CCC(=O)N1c2ccc(S(=O)(=O)CCC(=O)NCCC3=CCCCC3)cc2CC1C (stereo unspecified),2.6,1417,8%,3.9%,-4%,3.1,1.8,8.6,-0.46,1595,i,14,2.5%,-0.16,-0.16,-0.26,1
COC(=O)c1cc(CSc2nnc(NC3CCCCC3)s2)oc1C,2.3,1061,3%,-0.1%,6%,3.8,4.3,7.6,0.38,1003,i,-6,1.3%,-0.68,-0.33,-0.22,0.54
CCOC(=O)C(=O)Nc1nc(-c2ccccc2)c(-c2ccccc2)o1,-2.7,522,7%,-0.7%,41%,5.4,2.1,0.8,0.53,1297,i,18,0.1%,0.34,-0.098,0.95,-0.74
CC1=C(C(=O)Nc2cccc(F)c2)C(c2ccsc2)C2=C(CC(C)(C)CC2=O)N1 (stereo unspecified),76*,151*,4%,2.7%,-8%,12*,28*,46*,0.26,941,i,28,-3.6%,-0.085,-0.048,0.012,-0.36
O=C1CCC(=O)N1CNc1ccc(Oc2ccccc2)cc1,1.2,1295,3%,-0.8%,2%,2.1,2.2,4.8,0.06,1169,i,0,-2.9%,-0.72,-0.21,-0.38,-0.22
COc1ccc(CCN=C(N)NS(=O)(=O)c2ccc3ccccc3c2)cc1,3.3,503,-5%,0.4%,-2%,3.0,2.1,5.7,0.1,1338,i,5,-0.4%,1,-0.21,1,-1.6

# In the list so far, 4 have a carbonyl joined to an NH by a bond outside any ring.
SMILES,bCat nuc transl,bCat nuc transl cell count 5 µM,M1AAP inhibition,K1F lysis inhibition,M17LAP inhibition,MT stabilize HCS,MT stabilize HCS Hoechst-high %,MT stabilize HCS cytotoxicity %,Ins promoter up,Ins promoter up cell count,Autophagy HCS,Autophagy HCS cell loss 18 h,CSM14.1 death rescue,Dynein transport,Dynein transport cytoplasmic EGFP,Dynein transport nuclear GR-EGFP,Dynein transport cell count
CCNC(=O)COc1cccc2ccccc12,/,/,-1%,0.6%,0%,2.8,1.4,7.4,0.47,804,i,-9,-0.8%,1.1,-0.27,0.81,0.97
CCC(=O)N1c2ccc(S(=O)(=O)CCC(=O)NCCC3=CCCCC3)cc2CC1C (stereo unspecified),2.6,1417,8%,3.9%,-4%,3.1,1.8,8.6,-0.46,1595,i,14,2.5%,-0.16,-0.16,-0.26,1
CCOC(=O)C(=O)Nc1nc(-c2ccccc2)c(-c2ccccc2)o1,-2.7,522,7%,-0.7%,41%,5.4,2.1,0.8,0.53,1297,i,18,0.1%,0.34,-0.098,0.95,-0.74
CC1=C(C(=O)Nc2cccc(F)c2)C(c2ccsc2)C2=C(CC(C)(C)CC2=O)N1 (stereo unspecified),76*,151*,4%,2.7%,-8%,12*,28*,46*,0.26,941,i,28,-3.6%,-0.085,-0.048,0.012,-0.36

# Continuation:
SMILES,bCat nuc transl,bCat nuc transl cell count 5 µM,M1AAP inhibition,K1F lysis inhibition,M17LAP inhibition,MT stabilize HCS,MT stabilize HCS Hoechst-high %,MT stabilize HCS cytotoxicity %,Ins promoter up,Ins promoter up cell count,Autophagy HCS,Autophagy HCS cell loss 18 h,CSM14.1 death rescue,Dynein transport,Dynein transport cytoplasmic EGFP,Dynein transport nuclear GR-EGFP,Dynein transport cell count
NC(=Nc1ccc(Cl)cc1)c1ccccc1,0.2,1082,-5%,0.4%,-6%,4.7,3.0,8.7,0.27,1107,i,15,/,-0.9,-0.039,-0.14,1.3
COc1ccc(C(=O)Nc2ccc(S(=O)(=O)N3CCCCC3)cc2)cc1OC,/,/,0%,5.6%,5%,3.3,1.6,5.2,0.2,1307,i,0,-2.3%,-0.32,-0.26,-0.53,-0.17
CN(Cc1ccc2nonc2c1)Cc1nc(CC2CC2)no1,-3.9,1007,7%,-0.8%,5%,3.1,1.7,3.3,0.54,1543,i,10,-0.8%,-0.4,-0.26,-0.3,0.66
CCCNC(=O)c1cc(-c2ccco2)on1,0.2,996,2%,0.7%,4%,10,5.8,5.9,/,/,i,-7,-2.8%,-0.47,-0.25,-0.31,0.2
CCc1ccc2nc(-c3cccc(C)c3)nc(SCC(=O)NCC3CCCO3)c2c1 (stereo unspecified),/,/,1%,-0.1%,15%,1.9,3.0,11,/,/,i,10,-0.2%,-1.2,-0.18,-0.18,0.19
CCOC(=O)C1CCN(C(=O)C(C)N(c2ccc(Oc3ccccc3)cc2)S(C)(=O)=O)CC1 (stereo unspecified),2.0,937,10%,0.2%,3%,2.8,1.6,8.2,-0.05,1368,i,2,5.1%,0.041,1.3,0.81,-1.3
COc1cccc(-c2nn(C)c3sc(C(=O)N4CCN(c5ccccc5)CC4)cc23)c1,/,/,-4%,1.2%,-3%,3.8,3.1,0.6,0.68,1053,i,-9,-1.6%,-0.52,-0.026,-0.001,0.65
Cc1nc(N2CCN(S(=O)(=O)c3ccccc3C#N)CC2)c2c(-c3cccs3)csc2n1,-0.2,1243,8%,0.0%,-4%,2.5,3.8,7.9,0.71,1228,i,-7,0.0%,-0.27,-0.31,0.19,0.67
Cc1ccc(-c2cc(C(=O)NCc3cn(C)nc3C)c3cc(Br)ccc3n2)cc1,-0.1,1096,-5%,1.2%[50 µM],14%,2.1,1.8,9.0,-0.61,1449,i,-4,-1.2%,-0.31,-0.28,-0.45,0.78
Cc1nnsc1C(=O)Nc1cccc(Cl)c1,-2.3,1156,7%,1.1%,-1%,8.1,2.7,2.7,0.68,1290,i,-44,-0.5%,-0.07,-0.28,-0.058,0.51
COc1ccccc1C1/C(=C(/O)c2ccccc2)C(=O)C(=O)N1CC(C)O (stereo unspecified),-2.1,994,-2%,1.1%,20%,4.6,2.1,3.8,-0.01,1466,i,-12,2.4%,1.3,-0.27,0.7,-0.49
O=C(Cn1cnc2c(nnn2Cc2ccc(F)cc2)c1=O)NCc1ccccc1,-0.6,1259,-3%,2.2%[50 µM],12%,/,/,/,0.38,1077,/,/,/,-1.2,-0.24,0.057,0.25
O=C(c1ccco1)N1CCN(c2ncnc3c2[nH]c2ccc(Br)cc23)CC1,/,/,9%,-0.8%,8%,9.6,3.7,14,/,/,i,0,/,-0.94,-0.21,-0.31,0.85
Cc1cccc(N(Cc2cc3cc(C)ccc3[nH]c2=O)C(=O)c2cccs2)c1,-0.9,1269,2%,0.0%,10%,/,/,/,-0.15,1253,/,/,/,-0.53,-0.079,0.4,0.1
COC(=O)c1sc(SC)c(-c2ccon2)c1C,0.2,1072,2%,1.6%,-4%,/,/,/,0.24,1210,/,/,/,-0.052,-0.23,-0.059,0.71
O=S(=O)(c1ccccc1)N1CCC(=NO)CC1,0.7,1047,2%,0.2%,4%,2.7,1.3,5.6,0.26,1284,i,-1,-0.7%,0.39,-0.0059,0.18,-0.31
Cn1cnnc1SCc1ccc(F)c2ccccc12,-2.5,1202,5%,0.2%,0%,2.2,2.5,12,0.03,894,i,12,-0.3%,0.42,-0.21,0.31,-0.37
Cn1c(=O)cc(SCC(=O)NCc2cccnc2)c2ccccc21,-1.0,1182,8%,-0.2%,12%,3.7,1.9,11,/,/,i,0,-0.3%,-0.45,-0.13,0.29,0.35
Cc1nc2c(sc3nc(N4CCOCC4)c4c(c32)CC(C)(C)OC4)c(-c2ccccc2)c1C(=O)O,0.6,1238,4%,0.0%,17%,/,/,/,-0.91,1288,/,/,/,-0.24,-0.2,-0.17,0.066
CCOc1ccc2nc(/N=C/c3nc(-c4ccccc4)oc3O)sc2c1,/,/,9%,i,-4%,2.2,5.6,5.3,0.38,1332,i,-5,-0.2%,-0.5,0.52,-0.58,0.59

# Source: PubChem BioAssay (several laboratories)
